PABP1 MLLE inh: inhibitors of microRNA-mediated deadenylation, human PABP1 MLLE binding; P11940; GST-MLLE / FITC-PAM2 fluorescence polarization; inhibition, % at 20 µM; 360,000 compounds, 0.36% hits; AID 588489; in the data active means inhibition above about 35%, passing the limit was not always enough;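 further: plate controls were DMSO wells with GST-MLLE for no effect and wells lacking GST-MLLE protein for full effect; some results filed as inactive read as strong as hits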
Target sequence (P11940 whole entry, looked up): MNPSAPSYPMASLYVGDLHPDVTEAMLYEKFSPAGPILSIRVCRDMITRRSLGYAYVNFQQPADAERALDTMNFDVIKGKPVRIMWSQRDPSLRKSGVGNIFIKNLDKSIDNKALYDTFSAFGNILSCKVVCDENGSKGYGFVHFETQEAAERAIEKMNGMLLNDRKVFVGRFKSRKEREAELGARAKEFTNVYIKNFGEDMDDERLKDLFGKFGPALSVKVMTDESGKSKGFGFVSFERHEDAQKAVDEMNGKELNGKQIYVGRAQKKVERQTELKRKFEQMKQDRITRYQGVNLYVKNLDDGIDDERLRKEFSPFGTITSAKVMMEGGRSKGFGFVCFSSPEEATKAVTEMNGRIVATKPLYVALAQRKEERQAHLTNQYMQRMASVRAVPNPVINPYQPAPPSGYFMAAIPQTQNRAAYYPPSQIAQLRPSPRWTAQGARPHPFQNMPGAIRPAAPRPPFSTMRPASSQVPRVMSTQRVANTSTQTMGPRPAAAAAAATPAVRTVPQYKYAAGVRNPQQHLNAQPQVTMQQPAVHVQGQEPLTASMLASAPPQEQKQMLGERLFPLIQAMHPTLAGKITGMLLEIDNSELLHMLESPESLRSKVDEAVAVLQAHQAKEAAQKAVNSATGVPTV
MsrA act: activates bovine MsrA enzyme; purified bovine MsrA, absorbance read-out; activation, % at 10.6 µM; 360,000 compounds, 0.3% hits; AID 602163; in the data active means activation above about 7.5%;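 further: 0% = vehicle and 100% = reference activator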
MsrA inhibitor: inhibits bovine methionine sulfoxide reductase A. AID 651718. inhibition, % at 15.5 µM. purified bovine MsrA, absorbance read-out. 360,000 compounds, 0.75% hits; in the data active means inhibition above about 4.5%;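 further: 0% = vehicle wells with enzyme and 100% = reference inhibitor wells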
Tb MetRS inh: Trypanosoma brucei MetRS inhibition; purified T. brucei MetRS, ATP depletion, Kinase-Glo luminescence; inhibition, % at 11.9 µM; 360,000 compounds, 0.4% hits; AID 624268;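 active means inhibition above a per-plate cutoff of the control wells' mean inhibition plus 3 SD, cut at about 5.5% in these data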;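 further: 0% = DMSO wells median and 100% = median of wells with control inhibitor compound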
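Material: T. brucei methionyl-tRNA synthetase, purified; reagent: substrates ATP, L-methionine and bulk Escherichia coli tRNA; dosing: 11.9 µM single point; timing: 15 min plus 2 h at 25 °C; detection: luminescence of leftover ATP; evaluation: % inhibition; control set: DMSO-only wells as low control; replicates: singlicate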
Neddylation inh: blocks human cullin neddylation. P61081+Q13564. TR-FRET cullin neddylation, biochemical. calls only at 25 µM. 360,000 compounds, 0.58% hits. AID 651699; in the data active means inhibition above about 36%
eLon inh: E. coli protease La inhibition; purified E. coli Lon protease, fluorescence polarization; AID 602123; 360,000 compounds, 0.42% hits; P0A9M0; inhibition, % at 7.94 µM; in the data active means inhibition above about 13%, passing the limit was not always enough;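 further: 0% = enzyme with probe and DMSO and 100% = no enzyme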
Rin1 Abl inh: inhibitors of human Rin1-Abl protein interaction; TR-FRET Rin1/Abl binding, biochemical; 360,000 compounds, 0.4% hits; inhibition, % at 7.35 µM; P00519+Q13671; in the data active means inhibition above about 5%, passing the limit was not always enough
CSN inh: blocks human CSN-mediated cullin deneddylation; Q92905; Purified CSN, SCF-Nedd8-OG deneddylation, fluorescence polarization; inhibition, % at 12.5 µM; 360,000 compounds, 0.38% hits; AID 651999;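 active means pattern-corrected inhibition above about 35%, with an unprinted fluorescence ratio check between 0.5 and 1.5, limit read from the data, passing the limit was not always enough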;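 further: 0% = enzyme with substrate and 100% = substrate without enzyme; some results filed as inactive read as strong as hits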
Target sequence (Q92905 whole entry, looked up, one chain of several): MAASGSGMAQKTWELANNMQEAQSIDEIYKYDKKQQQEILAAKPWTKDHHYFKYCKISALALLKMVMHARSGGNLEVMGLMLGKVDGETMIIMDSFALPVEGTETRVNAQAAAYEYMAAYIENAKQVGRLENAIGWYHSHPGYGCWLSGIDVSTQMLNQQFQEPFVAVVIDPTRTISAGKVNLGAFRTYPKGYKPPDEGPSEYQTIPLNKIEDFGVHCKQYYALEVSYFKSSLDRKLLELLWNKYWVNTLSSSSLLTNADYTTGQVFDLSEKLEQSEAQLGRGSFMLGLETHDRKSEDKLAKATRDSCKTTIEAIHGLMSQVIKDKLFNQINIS
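Detection – fluorescence polarization · System – HEK293T-derived human Csn5 enzyme · Controls – substrate-only high control, full reaction low control · Timing – 90 min, room temperature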
FAS-TE inh: blocks the thioesterase domain of human fatty acid synthase; inhibition, % at 15 µM; recombinant FAS-TE, OMFH fluorogenic substrate, fluorescence endpoint; 360,000 compounds, 0.67% hits; AID 602261; P49327;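 active means compounds whose normalised, plate-corrected inhibition of enzyme fluorescence in the single-dose primary screen is 50% or more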;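 further: 0% = DMSO with enzyme and 100% = substrate without enzyme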
Active calls of the source: *; i = inactive; . = no result given.

Structure	PABP1 MLLE inh	MsrA act	MsrA inhibitor	Tb MetRS inh	Neddylation inh	eLon inh	Rin1 Abl inh	CSN inh	FAS-TE inh
CCCc1cc(C(=O)Nc2ccc(C#N)cc2)no1	8	-2	1.4	-0.6	i	-2	0	3	0
COc1ccc(C(=O)O)cc1NCc1cccnc1	3	-2	-0.2	-0.9	i	-7	-1	2	-7
Cc1ccc(-n2nnc3c(=O)n(Cc4cccc(C)c4)cnc32)cc1	-9	-8	0.4	-1.0	i	-1	1	1	13
COc1ccccc1C1CCN(Cc2ccc(Cl)c(Cl)c2)CC1	-1	-5	0.0	-0.9	i	-1	0	6	21
CN1CCN(c2ccc(CNC(=O)c3ccc(-c4ccc(F)c(F)c4)c4ccoc34)cc2)CC1	17	-6	-0.5	-0.5	i	-1	-6	-1	5
COc1cccc(NC(=O)CSc2nnc(CNC(=O)c3ccccc3)n2C)c1	8	-8	0.5	-0.7	i	11	3	1	-6
Cc1cccc(CN(Nc2ccccc2)c2ccccc2)n1	1	-6	-0.3	-0.3	i	0	-1	-1	9
COc1cc2c(cc1OC)CN(c1nc(CN3CCCC3)nc3sc(C)c(C)c13)CC2	-36	-5	-0.1	-0.1	i	-1	-5	10	-4
CCN1C(=O)[C@H]2[C@@H](c3ccc(-c4ccc(F)cc4)c(OC)c3)N[C@@](Cc3ccccc3)(C(=O)OC)[C@H]2C1=O	2	0	1.3	-0.4	i	-8	2	3	90*
Cc1cccc2sc(N(CCN3CCOCC3)C(=O)CCS(=O)(=O)c3ccccc3)nc12	10	-2	0.5	-0.5	i	0	0	3	13
COc1ccc(NC(=O)CSc2nc3c(c(=O)[nH]2)CCC3)cc1OC	-2	-4	0.5	-1.0	i	-8	0	-1	-2
Cc1ccc2nc(N(CCN(C)C)C(=O)c3cc(Cl)sc3Cl)sc2c1	-7	1	0.6	0.0	i	-3	1	4	15
O=C(Nc1ccccc1)Nc1ccc2nnsc2c1	9	0	2.0	4.7	i	-12	-2	-1	14
COc1ccc(CCNC2CCC(c3ccccc3)CC2)cc1 (stereo not drawn)	11	3	-1.3	-0.2	i	-1	0	-1	-3
Cc1cccc(N2N=C(C(=O)OCC(=O)c3ccccc3)CCC2=O)c1	2	-2	-0.8	-0.2	i	1	0	3	-4

Next section:
Structure	PABP1 MLLE inh	MsrA act	MsrA inhibitor	Tb MetRS inh	Neddylation inh	eLon inh	Rin1 Abl inh	CSN inh	FAS-TE inh
CC1(NC(=O)c2ccccc2)CCN(CCc2cccs2)C1=O (stereo not drawn)	8	-3	-1.0	-0.3	i	-12	3	1	-3
COc1cc(S(=O)(=O)N2CCOCC2)ccc1NC(=O)COC(=O)COc1ccccc1	-12	-3	0.3	0.7	i	-7	4	-1	-7
CCOc1ccc2c(c1)nc(C)n2C	4	-2	-0.6	-0.1	i	-10	-4	1	-1
Cn1c(=O)c2sc3c(c2n(CC(=O)Nc2ccccc2)c1=O)COC(C)(C)C3	-5	-2	-0.4	0.3	i	5	1	-2	-4
O=C(NCCCCCNC(=O)c1ccco1)c1ccco1	1	1	-0.7	0.1	i	5	0	4	-10
Cc1cccc(-c2cc3nc(-c4ccccc4)cc(=O)n3[nH]2)c1	8	-5	-0.5	-1.1	.	3	5	-2	-3
O=C1CC(Cc2ccc(Cl)cc2)C(=O)N1c1ccncc1 (stereo not drawn)	13	3	0.5	-0.1	i	2	2	-1	-4
C=C1CCN([C@@H](CC(C)C)C(=O)NCc2ccc(OC)cc2)S(=O)(=O)c2ccccc21	-4	-1	-0.2	-0.3	i	0	0	2	10
CNc1nc(NCCCN2CCCC2=O)c2sccc2n1	8	-4	1.3	0.1	i	4	-2	-4	-8
CC(Oc1ccc(Br)cc1)C(=O)Nc1ccncc1 (stereo not drawn)	-5	-2	0.4	-0.3	i	-12	3	-2	-6
CCOc1ccc(NS(=O)(=O)c2cc(C(=O)N3CCN(c4ccccc4O)CC3)ccc2Cl)cc1	0	-1	1.5	0.0	i	-11	3	-7	16
COc1ccc(-c2nn(-c3ccccc3)cc2C(=O)N2CCN(S(=O)(=O)c3ccccc3C#N)CC2)cc1	10	-4	-0.1	-0.7	i	3	3	2	23
O=C(O)C1C2C=CC(C2)C1C(=O)OC1CC2CCC1C2 (stereo not drawn)	10	-12	1.4	-0.9	i	2	6	6	-14
Nc1cc(S(=O)(=O)c2ccc(O)c(N)c2)ccc1O	3	-6	-0.2	-0.6	i	-2	1	-1	-4
Cc1ccc2c(CN(C)Cc3ccc(Cl)cc3Cl)cc(=O)oc2c1	2	2	2.5	-0.1	i	4	2	-4	17

A few values from the entries so far:
CNc1nc(NCCCN2CCCC2=O)c2sccc2n1 – MsrA act: -4
Nc1cc(S(=O)(=O)c2ccc(O)c(N)c2)ccc1O – MsrA inhibitor: -0.2
Cc1ccc2nc(N(CCN(C)C)C(=O)c3cc(Cl)sc3Cl)sc2c1 – Tb MetRS inh: 0.0

(next part)
Structure	PABP1 MLLE inh	MsrA act	MsrA inhibitor	Tb MetRS inh	Neddylation inh	eLon inh	Rin1 Abl inh	CSN inh	FAS-TE inh
CN1C(=O)[C@H]2[C@@H](/C=C/c3ccccc3)N3C(=O)CN(Cc4ccccn4)C(=O)[C@@]3(C)[C@H]2C1=O	9	-4	0.2	-0.2	i	-10	4	4	-11
CCn1c(SCC(=O)Nc2cc(C(C)(C)C)nn2-c2ccccc2)nnc1-c1cccs1	2	-10	0.7	-0.4	i	9	-2	5	4
C[C@H](CO)N1C[C@H](C)[C@@H](CN(C)C(=O)Nc2ccc(C(F)(F)F)cc2)Oc2ccc(NC(=O)C3CCCCC3)cc2C1=O	5	1	-0.9	0.1	i	-7	0	-5	18
Cc1ccc(C)c(N(C(=O)Cc2cccs2)C(C(=O)NC2CCCC2)c2ccc(C)o2)c1 (stereo not drawn)	0	-8	0.6	0.3	i	2	0	-3	-4
O=C(N=C1SC2CS(=O)(=O)CC2N1c1cccc(Cl)c1Cl)C1CCCO1 (stereo not drawn)	-7	0	-1.4	1.1	i	-11	-1	0	2
COC(=O)c1ccc(NC(=O)C2CCCN2S(=O)(=O)c2ccc(OC)cc2)cc1 (stereo not drawn)	-12	-12	-0.5	-1.5	i	-5	1	-4	2
O=C1C(=O)N(c2nccs2)C(c2ccccc2)/C1=C(\O)c1ccc2c(c1)OCCO2 (stereo not drawn)	-2	-1	.	0.3	i	4	-1	-2	-5
O=C(O)CCC(=O)Nc1ccc(C(=O)N2CCCCC2)cc1	-3	1	0.9	-0.6	i	-9	-4	-2	-4
CNC(=O)NNC(=O)c1csc(Cc2c(Cl)sc3ccc(Cl)cc23)n1	5	-4	-0.6	-1.0	i	-1	2	-3	13
Cc1ccc(N=C(N)N=C(N)N)c(C)c1	8	0	2.9	-0.8	i	7	1	1	-5
Cc1cccc(C)c1Cn1c(C)c(C(=O)NCc2cccc(Cl)c2)sc1=O	-10	-8	0.3	0.7	i	-12	1	-2	17
CN(C)c1ccc(S(=O)(=O)N2CCCCC2)cc1NC(=O)CN1C(=O)NC2(CCCC2)C1=O	-12	-7	-0.1	-0.6	i	-12	2	-3	0
CCOP(=O)(OCC)C(NC(=O)Nc1ccc(Cl)cc1)c1ccccc1 (stereo not drawn)	-9	2	-1.2	0.1	i	-4	-1	-18	-4
COc1ccc(S(=O)(=O)NCc2ccco2)cc1N(C)S(=O)(=O)c1ccccc1	5	-2	-0.8	-0.2	i	-2	4	-5	0
Cc1ccc(C(=O)N2CCc3ccccc32)o1	-6	-4	2.7	-2.1	i	21	0	-1	-7

Arranged by length of the SMILES (lowest first): part of the list above.
Structure	PABP1 MLLE inh	MsrA act	MsrA inhibitor	Tb MetRS inh	Neddylation inh	eLon inh	Rin1 Abl inh	CSN inh	FAS-TE inh
CNC(=O)NNC(=O)c1csc(Cc2c(Cl)sc3ccc(Cl)cc23)n1	5	-4	-0.6	-1.0	i	-1	2	-3	13
COC(=O)c1ccc(NC(=O)C2CCCN2S(=O)(=O)c2ccc(OC)cc2)cc1 (stereo not drawn)	-12	-12	-0.5	-1.5	i	-5	1	-4	2
CCn1c(SCC(=O)Nc2cc(C(C)(C)C)nn2-c2ccccc2)nnc1-c1cccs1	2	-10	0.7	-0.4	i	9	-2	5	4

Next structures:
Structure	PABP1 MLLE inh	MsrA act	MsrA inhibitor	Tb MetRS inh	Neddylation inh	eLon inh	Rin1 Abl inh	CSN inh	FAS-TE inh
C#CCNC(=O)C1=C[C@@H](C2CCCCC2)C[C@@H](OCCCCO)O1	-6	-3	-0.5	-0.3	i	-4	1	4	-10
COc1ccc(Nc2nc(-c3sc(N)nc3C)cs2)cc1	-32	0	0.4	0.0	i	-9	-2	2	-11
Clc1cccc(/C(Cc2nc3ccccc3[nH]2)=N\Nc2ccccc2)c1	-4	-9	0.5	3.2	i	-1	-2	-10	21
Cc1ncoc1C(=O)Nc1ccc2c(c1)OCCO2	7	-2	0.2	-1.1	i	2	1	6	-2
CCOC(=O)C1CCN(C(=O)C2CCN(S(=O)(=O)c3c(C)noc3C)CC2)CC1	6	0	0.3	-0.3	i	-6	0	2	0
CCC(=O)Nc1cccc(NC(=S)NC(=O)c2ccccc2C)c1	31	-6	0.4	-0.8	i	2	3	0	-7
Cc1ccc(C(=O)N2CCC(C)CC2)cc1NC1=NC2CS(=O)(=O)CC2S1 (stereo not drawn)	3	0	-1.1	-0.2	i	-2	8	-5	-8
Cc1cc(C)c(S(C)(=O)=O)c(Oc2cccc(Cl)c2)n1	12	-5	-0.6	-1.2	i	2	-1	1	-5
COc1ccccc1-c1nc(C#N)c(N2CCN(C(c3ccccc3)c3ccccc3)CC2)o1	0	-1	0.9	-0.9	i	3	3	3	32
COc1ccc(NC(=O)Nc2ccc(F)cc2F)c(C)c1	-2	-3	-0.5	0.0	i	-1	-6	6	-5
C/C(=N\NC(=O)c1ccc(NS(=O)(=O)c2cccs2)cc1)c1ccc2ccccc2c1	-10	-5	2.4	0.1	i	0	-3	7	7
COc1cccc(C(=O)CSc2nnc(-c3cc(OC)cc(OC)c3)o2)c1	-120	-4	0.0	-0.6	i	7	0	-3	-3
O=C(Nc1c(F)cccc1F)C1CCN(C(=O)c2cccs2)CC1	-4	-8	2.1	-0.6	i	4	-2	2	-3
COc1cc2c(cc1OC)-c1nnc(-c3cccs3)n1C(C)(C)C2	2	0	0.7	0.0	.	8	-2	0	2
Cc1ccc(OCCC(=O)OCC(=O)Nc2ccc(C)cc2Cl)cc1	5	-2	-0.1	-0.5	i	10	2	0	8

Hits appear at their usual frequency; 4% or so of the library scored in one or more.
